Screening results deposited in PubChem BioAssay by National Center for Advancing Translational Sciences (NCATS).
S3 lipid droplet: qHTS Assay for Lipid Storage Modulators in Drosophila S3 Cells; 320,000 tested, 0.64% active; Drosophila S3 cells, BODIPY lipid droplet fluorescence, 18-24 h; cells fed with added oleic acid; Potency in µM for hits, for the others lipid storage change, negative = inhibition, % at the top dose, mostly 46.1 µM; active = well fitted inhibition curve with a large enough effect in the signal ratio, with a control signal flat, not every such curve was filed as active; inconclusive = small, poorly fitted or top-dose-only effect, or effect the other way, or a change in a side signal; the % refers to the signal ratio
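Laser-scanning cytometry quantifies lipid droplet accumulation (500–530 nm total intensity; droplet/cell object ratio) in oleic acid-fed (400 uM added) Drosophila S3 cells treated with a concentration series. 20 uM Triacsin C defined 100% inhibition.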
S3 lipid droplet cell count max: also measured in S3 lipid droplet; calls as there; cell number change, %; measured here: cell count max response;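 cells counted by Cell Tracker Red CMTPX staining in the red channel; peak over a dose series mostly up to 46.1 µM; percent activity relative to internal control wells on each plate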
* = called active by the depositor; [ ] = another dose, or the depositor's remark. % is scaled to controls: 0 for no effect and ±100 for the full control effect; potency is read from the fitted curve at half-maximal effect. Some of the compounds tested, so the mix of outcomes need not match the whole.

For O=C(O)c1ccc2c(c1)-c1nc3ccccc3n1C2=O the results were S3 lipid droplet inconclusive.
Screening CCn1c(=O)c2c(nc3n2CC(C)CN3CCc2ccccc2)n(C)c1=O (configuration not stated) returned S3 lipid droplet inconclusive.
Screening CCC1=Nc2cc(C(=O)NCCN3CCCC3)ccc2Sc2ccc(C)cc21 returned S3 lipid droplet inconclusive.
For Cc1ccc(C)c(-n2c(CNC(=O)c3ccco3)nnc2SCC(=O)N2CCc3ccccc32)c1 the results were S3 lipid droplet inconclusive.
`CN1CCN(C(=O)c2ccccc2NC(=O)c2ccccc2)CC1` gave S3 lipid droplet inconclusive.
Screening Cc1cccnc1NC(=O)CCCN1C(=O)c2ccccc2C1=O returned S3 lipid droplet inconclusive.
c1cncc(-c2ccc3[nH]ccc3c2)c1 was read as S3 lipid droplet inconclusive.
`O=C1CCNc2c(Cl)cccc21` gave S3 lipid droplet inconclusive.
`COc1ccc(/C=C/C(=O)OCC(=O)NCCC2=CCCCC2)cc1` gave S3 lipid droplet inconclusive.
`CN(C)S(=O)(=O)c1ccc(N)c([N+](=O)[O-])c1` gave S3 lipid droplet inconclusive.
`COc1cc(O)c(C(CCN2CCOCC2)c2cc(OC)c(OC)c(OC)c2)c(OC)c1` (configuration not stated) gave S3 lipid droplet inconclusive.
COc1ccccc1CNS(=O)(=O)c1c(C(=O)N2CCCC2)c(C)n(C)c1C was read as S3 lipid droplet inactive and S3 lipid droplet cell count max -1.

Random excerpt: 5 records from the list.
c1cncc(-c2ccc3[nH]ccc3c2)c1 was read as S3 lipid droplet inconclusive.
COc1ccccc1CNS(=O)(=O)c1c(C(=O)N2CCCC2)c(C)n(C)c1C was read as S3 lipid droplet inactive and S3 lipid droplet cell count max -1.
`COc1cc(O)c(C(CCN2CCOCC2)c2cc(OC)c(OC)c(OC)c2)c(OC)c1` (configuration not stated) gave S3 lipid droplet inconclusive.
`O=C1CCNc2c(Cl)cccc21` gave S3 lipid droplet inconclusive.
For Cc1ccc(C)c(-n2c(CNC(=O)c3ccco3)nnc2SCC(=O)N2CCc3ccccc32)c1 the results were S3 lipid droplet inconclusive.

Three compounds out of the list, sorted by count of non-hydrogen atoms, descending.
For Cc1ccc(C)c(-n2c(CNC(=O)c3ccco3)nnc2SCC(=O)N2CCc3ccccc32)c1 the results were S3 lipid droplet inconclusive.
COc1ccccc1CNS(=O)(=O)c1c(C(=O)N2CCCC2)c(C)n(C)c1C was read as S3 lipid droplet inactive and S3 lipid droplet cell count max -1.
`CN1CCN(C(=O)c2ccccc2NC(=O)c2ccccc2)CC1` gave S3 lipid droplet inconclusive.

The list continues.
Screening COc1ccc(-c2nnc(SCC(=O)Nc3cc(C)on3)o2)cc1 returned S3 lipid droplet inconclusive.
Screening COc1cc(OC)cc(C(=O)NCc2nc(-c3ccccc3)no2)c1 returned S3 lipid droplet inconclusive.
N/C(=N\S(=O)(=O)c1cc(C(F)(F)F)cc(C(F)(F)F)c1)c1ccc(Cl)cc1 was read as S3 lipid droplet inconclusive.
Screening Cc1cccc(OCCNS(=O)(=O)c2ccc(Cl)cc2)c1 returned S3 lipid droplet inconclusive.
Screening O=C(COC(=O)c1ccc(Cl)c(S(=O)(=O)N2CCCCC2)c1)NCC1CCCO1 (configuration not stated) returned S3 lipid droplet 8% and S3 lipid droplet cell count max 18.
For Cc1c(Cc2ccccc2)c(=O)oc2cc(OCC(=O)c3ccccc3)ccc12 the results were S3 lipid droplet 10% and S3 lipid droplet cell count max -3.
Screening CCn1cc(C(=O)N2CCOCC2)c(=O)c2cc(S(=O)(=O)N(C)C)ccc21 returned S3 lipid droplet -4% and S3 lipid droplet cell count max 5.
For COc1cc(CC(NC(C)=O)C(=O)NC2CCN(S(=O)(=O)c3ccc(NC(C)=O)cc3)CC2)cc(OC)c1 (configuration not stated) the results were S3 lipid droplet inconclusive.
`CCC1(c2ccccc2)NC(=O)N(CC(=O)Nc2cc(Cl)ccc2N2CCOCC2)C1=O` (configuration not stated) gave S3 lipid droplet inconclusive.
O=C(NC1CCCCC1)c1sc(N2CCOCC2)nc1-c1ccccc1 was read as S3 lipid droplet inactive and S3 lipid droplet cell count max 1.
`COc1ccccc1NC(=O)CSc1nc2ccccc2cc1Cc1ccccc1` gave S3 lipid droplet 4% and S3 lipid droplet cell count max 7.
For CC(NC(=O)c1cccc(S(=O)(=O)N2CCc3ccccc3C2)c1)c1ccco1 (configuration not stated) the results were S3 lipid droplet inconclusive.
For COc1ccccc1NC(=S)NC(=O)c1ccc(-c2ccc(Cl)cc2)o1 the results were S3 lipid droplet inconclusive.
O=C(COc1ccc(S(=O)(=O)N2CCCC2)cc1)Nc1ccc2c(c1)OCCO2 was read as S3 lipid droplet -12% and S3 lipid droplet cell count max -18.
CCOc1nc(Nc2ccc(OC)c(Cl)c2)nc(N2CCN(c3ccc(OC)cc3)CC2)n1 was read as S3 lipid droplet inconclusive.
Screening COc1ccc(C)cc1NC(=O)CCc1c(C)nn(-c2ccc(N3CCCCC3)nn2)c1C returned S3 lipid droplet -39% and S3 lipid droplet cell count max 4.
For O=C(COC(=O)Cc1c(Cl)cccc1Cl)Nc1ccccc1-c1ccccc1 the results were S3 lipid droplet -7% and S3 lipid droplet cell count max -2.
Screening O=C(COC(=O)CCc1c[nH]c2ccccc12)NCCc1ccccc1 returned S3 lipid droplet inconclusive.
For O=C1OCc2nc3cc4c(cc3c(-c3ccc(F)cc3)c21)OCO4 the results were S3 lipid droplet 9% and S3 lipid droplet cell count max 13.
CCc1noc(C)c1C(=O)OC(C)C(=O)c1c(C)[nH]c2ccccc12 (configuration not stated) was read as S3 lipid droplet inconclusive.
`COCCNC(=O)c1cc(-c2ccncc2)nc2ccc(S(=O)(=O)N3CCOCC3)cc12` gave S3 lipid droplet 4% and S3 lipid droplet cell count max 10.
O=C(NCc1ccc2c(c1)OCO2)c1cc(COc2c(F)cccc2F)on1 was read as S3 lipid droplet -2% and S3 lipid droplet cell count max -23.
For Cc1cc(F)ccc1NC(=O)Cn1c(C)csc1=O the results were S3 lipid droplet inconclusive.
Screening COc1ccc(-c2noc(N3CCCC(C(=O)Nc4ccc(C(C)=O)cc4)C3)n2)cc1 (configuration not stated) returned S3 lipid droplet inconclusive.
For CC(=O)OCC(=O)N1CCN(c2ccc([N+](=O)[O-])cc2)CC1 the results were S3 lipid droplet 0% and S3 lipid droplet cell count max 6.
Screening O=C(COC(=O)C1CC2CCCC(C1)C2=O)Nc1ccc(Cl)cn1 (configuration not stated) returned S3 lipid droplet inactive and S3 lipid droplet cell count max 6.
For c1ccc(SCc2nc(-c3ccncc3)n[nH]2)nc1 the results were S3 lipid droplet inconclusive.
`Cc1cccc(C(=O)Nc2ccc(S(=O)(=O)N3CCOCC3)cc2)c1[N+](=O)[O-]` gave S3 lipid droplet inactive and S3 lipid droplet cell count max 14.
`Cc1ccccc1C(=O)N1CC(=O)Nc2ccc(F)cc2C1c1ccccc1` (configuration not stated) gave S3 lipid droplet -9%.
O=C(COc1ccccc1Cl)NCCCNC(=O)c1ccncc1 was read as S3 lipid droplet inactive and S3 lipid droplet cell count max 12.
For CCC(=O)Oc1ccc2ccccc2c1CNC(=O)c1ccccc1 the results were S3 lipid droplet 0% and S3 lipid droplet cell count max 1.
Nc1ccc(C(=O)NNC(=O)C2COc3ccccc3O2)cc1[N+](=O)[O-] (configuration not stated) was read as S3 lipid droplet -18%[0.0737 µM] and S3 lipid droplet cell count max 9.
`CCOC(=O)C1(Cc2ccccc2)CCCN(Cc2cnn(CC)c2)C1` (configuration not stated) gave S3 lipid droplet 7% and S3 lipid droplet cell count max 7.
Screening CCOc1ccc2ccccc2c1/C=N\NC(=O)c1ccc([N+](=O)[O-])cc1 returned S3 lipid droplet 6.5µM* and S3 lipid droplet cell count max -16*.
Screening O=c1c2c(n3cnnc3n1C1CCCCC1)-c1ccccc1CC21CCCCC1 returned S3 lipid droplet inconclusive.
For CCCC1c2ccc(C)n2CCN1C(=O)Nc1ccccc1Cl (configuration not stated) the results were S3 lipid droplet 9% and S3 lipid droplet cell count max 20.
`O=C(NC1CC1)c1ccc(NS(=O)(=O)c2ccccc2)cc1` gave S3 lipid droplet inconclusive.
Cc1csc(NC(=O)CSc2nccn2C)n1 was read as S3 lipid droplet inactive and S3 lipid droplet cell count max 7.
For Cc1ccc(CC(=O)N/N=C/c2ccc(OC(=O)c3ccc([N+](=O)[O-])cc3)cc2)cc1 the results were S3 lipid droplet inconclusive.
`Cc1cccc(N(CC(=O)Nc2c(C)n(C)n(-c3ccccc3)c2=O)S(C)(=O)=O)c1C` gave S3 lipid droplet inconclusive.
COc1ccc(CCN(Cc2ccccn2)C(=S)Nc2ccccc2F)cc1OC was read as S3 lipid droplet 4% and S3 lipid droplet cell count max 3.
For CCNC(=O)NC(=O)C(C)OC(=O)C(C)(C)Oc1ccc(Cl)cc1 (configuration not stated) the results were S3 lipid droplet 14% and S3 lipid droplet cell count max 3.
CCOc1ccc2nc(N/C(N)=N/C(=S)Nc3ccc(OC)cc3)nc(C)c2c1 was read as S3 lipid droplet inconclusive.
For Cc1cccc(C(=O)NCC(C)NC(=O)c2cccc(C)c2)c1 (configuration not stated) the results were S3 lipid droplet inconclusive.
`O=C(NCC(c1cccs1)N1CCOCC1)c1ccc(Cl)s1` (configuration not stated) gave S3 lipid droplet inconclusive.
CCC(=O)Nc1cccc(-c2csc(-c3ccccc3)n2)c1 was read as S3 lipid droplet -27% and S3 lipid droplet cell count max -15.
For O=C(CCNC(=O)c1ccco1)Nc1nc2ccccc2s1 the results were S3 lipid droplet inconclusive.
Screening COc1ccc(NC(=S)NC23CC4CC(CC(C4)C2)C3)cc1OC returned S3 lipid droplet inconclusive.
For O=C(COc1ccccc1)NCc1cccs1 the results were S3 lipid droplet inconclusive.
For CCOC(=O)C1(CCSC)NC(c2ccco2)C2C(=O)N(C)C(=O)C21 (configuration not stated) the results were S3 lipid droplet inconclusive.
`Cc1ccccc1C(=O)c1cccn1CC(=O)NCc1ccc2c(c1)OCO2` gave S3 lipid droplet inconclusive.
For Cc1ccc(-c2nc3ncccc3n2O)cc1 the results were S3 lipid droplet 5% and S3 lipid droplet cell count max 12.
Screening COc1cc2c(cc1OC)C(c1ccccc1)NCC2 (configuration not stated) returned S3 lipid droplet -13%.
Cc1cccc(-n2c(O)c(C=Nc3c(C)n(C)n(-c4ccccc4)c3=O)c3ccccc3c2=O)n1 was read as S3 lipid droplet 2% and S3 lipid droplet cell count max 4.
CC1(C)C(c2ccccc2)=[N+]([O-])C2(CCCCC2=O)N1O (configuration not stated) was read as S3 lipid droplet -2% and S3 lipid droplet cell count max 16.
Screening CC(=O)Oc1ccc(C(=O)Nc2cccc(-c3nnc(-c4ccco4)o3)c2)cc1 returned S3 lipid droplet -17% and S3 lipid droplet cell count max -13.
CCCCOC(=O)n1ccc(C(=O)Nc2ccccc2OC)n1 was read as S3 lipid droplet 11% and S3 lipid droplet cell count max 4.
For Cc1cc(C)cc(OCC(=O)NCCN2CCOCC2)c1 the results were S3 lipid droplet inactive and S3 lipid droplet cell count max 11.
`CCSCc1nnc(SCC(=O)Nc2ccc(OC)cc2)n1C` gave S3 lipid droplet inconclusive.
COc1ccccc1C(CNC(=O)c1cccc(NS(=O)(=O)c2ccc(Br)cc2)c1)N(C)C (configuration not stated) was read as S3 lipid droplet inconclusive.
Cc1cc(NC(=O)CSc2nc(C3CCCCC3)nc3ccccc23)no1 was read as S3 lipid droplet inactive.
Screening O=C(CCc1ccc(Oc2cc([N+](=O)[O-])cc([N+](=O)[O-])c2)cc1)NC1CCCC1 returned S3 lipid droplet 13% and S3 lipid droplet cell count max 2.
Screening CC(NCC(=O)Nc1cc(S(=O)(=O)N2CCCCCC2)ccc1Cl)c1ccccc1 (configuration not stated) returned S3 lipid droplet inconclusive.
COc1cccc(C(=O)COc2ccccc2-c2ccccc2)c1 was read as S3 lipid droplet inconclusive.
`O=C(c1ccc(S(=O)(=O)N2CCCCCC2)cc1)N1CCN(Cc2ccccc2)CC1` gave S3 lipid droplet -2% and S3 lipid droplet cell count max -8.
CC1(C)S[C@@H]2[C@H](NC(=O)[C@H](C(=O)O)c3ccsc3)C(=O)N2[C@H]1C(=O)O was read as S3 lipid droplet -3% and S3 lipid droplet cell count max -14.
For COc1ccc(/C=C2\SC(=O)N(CCCC(=O)Nc3ccc(C(=O)O)cc3)C2=O)cc1OC the results were S3 lipid droplet inactive and S3 lipid droplet cell count max 3.
For O=c1c2[nH]c3ccc(F)cc3c2ncn1Cc1ccncc1 the results were S3 lipid droplet 5% and S3 lipid droplet cell count max 2.
For O=C(N/N=C/c1cccc(O)c1)c1ccc(NC(=O)c2cccc([N+](=O)[O-])c2)cc1 the results were S3 lipid droplet -7% and S3 lipid droplet cell count max 13.
CC(C)[C@@H]1COC(c2cccc(C3=N[C@H](C(C)C)CO3)n2)=N1 was read as S3 lipid droplet inconclusive.
For COc1ccccc1Cn1c(C)nnc1-c1cnn(C)c1N the results were S3 lipid droplet 4% and S3 lipid droplet cell count max -6.
Screening CCCN1CCN(C(=O)C(C)n2nc(C)c3sc4ccccc4c3c2=O)CC1 (configuration not stated) returned S3 lipid droplet inconclusive.
O=C(NCc1nnnn1-c1ccc(F)cc1)C1CC(=O)N(c2ccc(F)cc2)C1 (configuration not stated) was read as S3 lipid droplet inconclusive.
For CCCC1(C(=O)O)NC(c2ccccc2O)C2C(=O)N(Cc3ccccc3)C(=O)C21 (configuration not stated) the results were S3 lipid droplet 0% and S3 lipid droplet cell count max 12.
For CCOc1ccc(CN2CCN(Cc3ccc4cc(F)ccc4n3)CC2CCO)cc1 (configuration not stated) the results were S3 lipid droplet inconclusive.
